Source: PubChem (several laboratories)
m5-HT2A agonist – mouse HTR2A agonism via beta-arrestin recruitment; CHO-K1 mHTR2A beta-arrestin complementation, luminescence; percent of 30 µM serotonin response; activation, % at 7.6 µM; 0.66% of 360,000 active; AID 624169;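 active = activation above a run cutoff, the mean activation of all tested compounds plus 3 SD, cut at about 14% in these data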;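 note: 0% = plate median of compound wells and 100% = 30 µM serotonin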
Cardio protect – modulators protecting cardiomyocytes from myocardial damage. H9c2 cardiomyocytes, H2O2 injury protection, ATPLite, 2 h. protection from H2O2 cell death, % at 20 µM. 0.63% of 360,000 active. AID 588492;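 active = compounds giving at least 50% protection of heart cells from peroxide-induced death in the single-dose screen, raw or plate-pattern-corrected value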;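 note: 0% = DMSO wells with peroxide and 100% = DMSO wells without peroxide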
ABHD5 PLIN5 PPI – blocks binding of human ABHD5 to perilipin-5; Q00G26+Q8WTS1; inhibition, % at 4 µM; Split G. princeps luciferase complementation, luminescence, 4 h; 0.78% of 360,000 active;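 active = inhibition above the mean inhibition across every tested compound plus 3 SD, cut at about 22% in these data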;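 note: 0% = DMSO only wells and the 100% control is not disclosed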
Target sequence (Q00G26 whole entry, looked up): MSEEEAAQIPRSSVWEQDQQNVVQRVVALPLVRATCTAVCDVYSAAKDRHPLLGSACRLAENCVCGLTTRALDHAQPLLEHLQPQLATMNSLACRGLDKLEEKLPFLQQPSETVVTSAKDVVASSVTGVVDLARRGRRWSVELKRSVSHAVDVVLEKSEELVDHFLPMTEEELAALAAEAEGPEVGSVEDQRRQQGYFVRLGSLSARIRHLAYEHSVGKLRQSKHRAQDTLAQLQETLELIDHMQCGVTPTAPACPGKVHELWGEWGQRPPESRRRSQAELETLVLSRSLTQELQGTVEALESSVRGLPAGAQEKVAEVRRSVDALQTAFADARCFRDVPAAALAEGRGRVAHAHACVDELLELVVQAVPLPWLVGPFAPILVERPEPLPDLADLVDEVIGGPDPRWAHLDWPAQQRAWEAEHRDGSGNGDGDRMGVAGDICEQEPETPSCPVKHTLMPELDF
Target sequence (Q8WTS1 whole entry, looked up): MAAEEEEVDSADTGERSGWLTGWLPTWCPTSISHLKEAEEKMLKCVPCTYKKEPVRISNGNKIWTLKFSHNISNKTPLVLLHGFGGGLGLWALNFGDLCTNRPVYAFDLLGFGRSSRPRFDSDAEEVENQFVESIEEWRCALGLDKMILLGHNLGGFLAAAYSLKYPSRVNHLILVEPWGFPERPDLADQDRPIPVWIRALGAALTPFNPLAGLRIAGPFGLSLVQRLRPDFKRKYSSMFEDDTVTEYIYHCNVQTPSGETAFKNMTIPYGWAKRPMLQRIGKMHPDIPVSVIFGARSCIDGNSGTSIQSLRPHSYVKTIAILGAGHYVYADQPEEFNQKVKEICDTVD
PDI inh – blocks human protein disulfide isomerase activity; P07237; PDI insulin aggregation turbidity, A650, 90 min; inhibition, % at 10 µM; 0.052% of 350,000 active; AID 588391;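 active = mean inhibition across replicates of 30% or more, whatever share of single replicates reach that level; inconclusive = mean inhibition below 30% while every single replicate reaches 30%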;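 note: absorbance from insulin aggregation driven by PDI reduction with DTT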
MC4R antagonist – blocks human MC4R cAMP signaling; P32245; MC4R-expressing cells, MTII-stimulated cAMP, LANCE TR-FRET; AID 540295; inhibition, % at 6.5 µM; 0.48% of 360,000 active;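 active = inhibition above its plate's cutoff, the mean of tested wells on that plate plus 3 SD, cut at about 29% in these data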;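 note: 0% = Melanotan II alone and 100% = Melanotan II plus saturating MCL0020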
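material = U2OS cells stably expressing human melanocortin 4 receptor (MC4R) | also added = Melanotan II challenge | dosing = single nominal compound dose of 6.5 µM | detection = TR-FRET with Eu-cAMP and labeled anti-cAMP, 671 nm | replication = singlicate | timing = compound 30 min, challenge 1 h, detection 1 h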
MC4R barr agon – human MC4R agonism via beta-arrestin; activation, % at 8.9 µM; P32245; U2OS MC4R beta-arrestin complementation, luminescence; percent of melanotan II response, DMSO zero; 0.98% of 360,000 active;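 active = activation above a per-plate cutoff, the mean activation of sample wells on that plate plus 3 SD, cut at about 8% in these data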
Glyco luc inh – blocks N-linked glycosylation in D54 reporter cells; D54 ERlucT glycosylation luciferase reporter, 24 h; percent of 100 nM tunicamycin response; reporter increase, % at 12.5 µM; 0.23% of 360,000 active; AID 588692;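 active = mean luciferase reporter signal, scaled so untreated is 0 and the glycosylation-blocking control 100, at or above a set limit in every replicate; inconclusive = mean reaches the limit but not every replicate does; inactive = mean below the limit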;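 note: luciferase carries N-glycosylation sites so blocking glycosylation raises the light; 0% = median of neutral control wells and 100% = median of 100 nM tunicamycin wells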
ABCB6 inh MLPCN – blocks the human ABCB6 transporter; Q9NP58; K562-ABCB6 porphyrin accumulation, flow cytometry, 1 h; hits give low values; fluorescence ratio to DMSO, % at 10 µM; 0.19% of 360,000 active;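 active = fluorescence ratio to DMSO below 75%, the collection mean minus 3 SD; inconclusive = too few cells collected in the well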;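 note: signal is porphyrin accumulated inside mitochondria; 100% equals median channel fluorescence of DMSO control wells; lower ratio means ABCB6 inhibition with less porphyrin fluorescence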
Exocytosis inh – blocks lytic granule exocytosis | TALL-104 LAMP-1 surface exposure, flow cytometry; cells stimulated with thapsigargin and PMA | inhibition, % at 10 µM | 0.66% of 360,000 active;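 active = inhibition above about 55%, limit read from the data; inconclusive = no clear call, values can overlap the other calls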
CaV13 ICDI inh – Disruptors of the CACNA1D IQ motif to Ca2+-dependent inactivation inhibitor domain association, primary screening, Förster resonance energy transfer in intact living … | HEK cells, CFP/YFP FRET ICDI-IQ, plate reader, 10 min; percent FRET-ratio fall versus neutral wells | inhibition, % at 12.3 µM | 0.098% of 340,000 active | AID 743397;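 active = mean replicate inhibition of at least 30% and at least 1% of replicates passing that level; inconclusive = only one of the two criteria is met; inactive = neither criterion is met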;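 note: 0% = median of the neutral control wells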
The depositor's hits bear a star; u = inconclusive; x = not tested or not shown.

SMILES	m5-HT2A agonist	Cardio protect	ABHD5 PLIN5 PPI	PDI inh	MC4R antagonist	MC4R barr agon	Glyco luc inh	ABCB6 inh MLPCN	Exocytosis inh	CaV13 ICDI inh
COc1ccc(F)cc1-c1cc(C(=O)Nc2ccc(NC(C)=O)cc2)[nH]n1	-2.8	29.3	10.9	1.4	4.9	1.0	1.1	96.0	-3.2	-5.1
Cc1c(Cl)cccc1NC(=S)N1CCN(c2ncccn2)CC1	11.0	-12.1	6.7	1.1	-0.3	-2.3	-0.3	101.0	-5.5	-3.0
CC(C)(C)c1cc(N2CCOCC2)n2ncc(-c3ccc(Cl)cc3)c2n1	6.8	-6.8	-1.2	-7.5	7.0	0.4	-3.9	97.0	2.3	-5.6
O=C(NNC(=O)c1ccccc1F)c1ccc(-c2ccc(Cl)cc2)o1	-6.0	1.5	3.3	3.1	0.5	-1.6	2.3	100.0	6.5	-18.3
Cc1ccc2ccccc2c1NC(=O)c1ccco1	9.4	-1.0	-6.2	-9.6	3.1	-0.8	1.5	90.0	0.2	-17.0
COc1ccccc1CN(C)C[C@H]1OCc2cnnn2CCCC(=O)N([C@@H](C)CO)C[C@@H]1C	-0.3	5.2	-1.4	4.7	-7.4	-0.9	2.5	100.0	-0.7	-10.1
COc1cc(CC(=O)OCC(=O)c2c[nH]c3ccccc23)cc(OC)c1OC	-6.0	-3.5	7.9	5.9	2.6	-3.7	8.8	99.0	0.8	-5.7
COc1ccc(S(=O)(=O)NC(C)C(=O)NCc2ccc3c(c2)OCO3)cc1OC (centres undefined)	-7.5	0.9	0.8	-5.1	11.2	0.3	4.2	106.0	-8.0	-2.5
Cc1ccc(S(=O)(=O)NCc2cccnc2)cc1C(=O)N1CCCC1	-0.4	-2.4	3.9	1.5	-1.8	-1.0	0.3	101.0	-15.2	-3.0
Cc1cccc(CCN(CC(=O)NC(C)(C)C)C(=O)c2csnn2)c1	1.8	6.0	-7.3	7.8	-3.0	-3.2	-0.5	96.0	-4.3	-1.9
O=C(CCCOc1ccccc1)N1CCN(c2ccccc2)CC1	2.1	9.1	-3.9	5.0	-2.6	-1.0	-3.6	99.0	-0.1	x
Cc1ccc(-c2noc(CC(=O)c3ccc([N+](=O)[O-])cc3)n2)cc1	4.5	2.5	-2.9	13.0	-0.2	-0.9	-1.8	98.0	-8.6	-10.3
CCN(CC)C(=O)CSc1nc2ccccc2o1	6.1	-0.8	-0.7	1.4	5.6	-0.2	-1.3	97.0	-6.3	x
COc1cccc(N/C(SCc2ccccc2C)=C(/C#N)C(=O)NCc2cccs2)c1	-6.5	-4.1	-2.1	-7.7	11.3	-3.3	-2.6	101.0	-4.3	-7.3
Cc1ccc(C=Nc2ccc(N(C)C)cc2)o1	-1.1	-15.0	-15.1	1.4	22.0	-3.2	-18.5	92.0	0.3	-7.9
COc1cc(OC)cc(C(=O)N[C@H](C(=O)Nc2nc3ccc(S(C)(=O)=O)cc3s2)C(C)C)c1	-1.4	1.6	-0.5	2.4	-2.5	-0.1	3.9	96.0	-2.9	-3.4
Cc1cc(NS(=O)(=O)c2ccc(NC(=O)C(C)Oc3cccc(C)c3C)cc2)nc(C)n1 (centres undefined)	1.4	-4.6	11.0	1.1	4.5	-2.1	0.3	101.0	1.7	-5.2
CCOC(=O)C1(C(F)(F)F)N=C(c2ccccc2F)OC(N(C)C)=N1 (centres undefined)	-3.1	5.9	-8.1	-2.1	4.2	-0.8	-0.2	103.0	-6.8	-13.6
CCCN(C(=O)c1cc(S(=O)(=O)N(C)c2ccc(OCC)cc2)ccc1C)C1CCS(=O)(=O)C1 (centres undefined)	-6.4	-4.4	-2.5	-1.1	-2.2	-0.2	-1.3	101.0	-1.6	-5.1
CCOc1ccc(C(=O)C(CCC(CN(C)C)C(=O)c2ccc(OCC)cc2)CN(C)C)cc1 (centres undefined)	-9.3	-29.0	48.8*	10.4	2.9	9.5*	-20.7	100.0	60.4*	-5.6
COc1cc(OC)c(NC(=O)Cn2cccc2)cc1Cl	0.7	2.1	2.3	-0.3	-0.4	1.3	1.1	96.0	-1.2	-8.5
O=C(Cc1ccc(NC(=O)C2CCCN(C(=O)C3CCCCC3)C2)cc1)Nc1cccc(C(=O)N2CCCCC2)c1 (centres undefined)	7.1	-5.7	-2.0	0.4	-2.6	2.0	-1.7	93.0	-4.1	-5.3
CCCCCn1c(=NC(=O)c2cccnc2)c(C#N)cc2c(=O)n3cccc(C)c3nc21	-5.2	26.9	4.5	-3.2	3.7	-2.4	7.9	98.0	-0.1	0.4
CN(CC1CCCO1)S(=O)(=O)c1ccc(C(=O)Nc2ccc(S(N)(=O)=O)cc2)cc1 (centres undefined)	-9.2	2.7	-9.8	-7.0	2.8	-3.3	-0.2	95.0	-13.1	x
Cn1c(NCc2ccccc2Cl)nc2ccccc21	19.8*	-15.8	3.4	0.7	7.9	-2.3	-2.4	89.0	1.1	-3.8
SMILES	m5-HT2A agonist	Cardio protect	ABHD5 PLIN5 PPI	PDI inh	MC4R antagonist	MC4R barr agon	Glyco luc inh	ABCB6 inh MLPCN	Exocytosis inh	CaV13 ICDI inh
COc1ccc(C#Cc2c(-c3ccccc3)n(-c3ccccc3)c3ccc(CO)cc23)cc1	4.7	-8.6	-26.8	-4.1	2.0	2.0	-9.4	93.0	-3.3	-8.2
COC(=O)Cc1ccc(NC(=S)N2CCN(C(=O)C3CCCO3)CC2)cc1 (centres undefined)	1.5	1.5	-5.0	3.8	4.4	-3.3	0.9	102.0	8.7	-6.4
O=C(NCCc1ccccc1)C1Cc2c(-c3ccccc3Oc3ccccc3)ccnc2O1 (centres undefined)	-4.3	-7.6	-5.1	8.1	0.8	-0.5	-5.4	99.0	-3.3	-8.3
O=C(CN1C(=O)COc2ccccc21)N1CCOCC1	0.0	-0.9	-2.6	-1.3	17.5	0.5	4.2	100.0	-14.9	-6.4
CC1CCC(NC(=O)c2ccc(CS(=O)(=O)Cc3ccccc3F)o2)CC1 (centres undefined)	8.9	2.6	8.6	-7.1	8.3	0.5	0.7	100.0	1.5	x
Cc1ccc(OCCC(=O)Nc2ccc(F)c(Cl)c2)cc1	3.6	-3.8	-3.5	-4.7	7.7	1.9	2.2	96.0	-3.9	-3.3
COc1ccc(CCN2C(=O)C3C4C=CC(C4)C3C2=O)cc1OC (centres undefined)	4.5	4.0	-0.6	1.7	13.7	-1.0	-0.8	105.0	5.2	-2.5
Cc1ccc(NC(=O)CSc2nnc(CNC(=O)c3ccco3)n2C)cc1	12.8	3.2	-3.2	-0.1	15.1	0.8	2.0	103.0	2.2	-1.5
Cc1ccc(S(=O)(=O)NCC(C)NS(=O)(=O)c2ccccc2[N+](=O)[O-])cc1 (centres undefined)	-5.5	9.9	-0.9	12.1	0.1	-1.5	0.8	98.0	-9.8	-18.9
CC1(C)Cc2c(sc3c2c(=N)n(Cc2ccco2)c(=O)n3Cc2ccc(Cl)cc2)CO1	-2.0	-4.7	18.1	9.0	6.0	1.2	-4.0	97.0	-1.7	-0.6
CCCC(=O)N(c1ccc(C(=O)O)cc1)c1nc(-c2ccccc2)c(C)s1	8.9	2.8	1.2	-2.1	-1.9	0.6	3.0	90.0	1.3	-2.3
O=C(Cn1cnc(S(=O)(=O)N2CCCC2)c1)Nc1cccc(Br)c1	1.9	9.2	-0.1	2.9	-3.9	-1.6	0.3	96.0	-2.4	-4.7
CCS(=O)(=O)N1CCC(C(=O)NCc2ccccn2)CC1	0.2	-0.7	-3.1	2.7	9.5	-0.3	1.9	94.0	16.8	x
COc1ccc(CC2S/C(=N/N=C/c3ccc(O)cc3)NC2=O)cc1 (centres undefined)	0.5	-3.3	-2.1	3.3	-7.7	-1.0	-0.9	94.0	-0.9	-4.8
COC(=O)c1ccc(NC(=O)C2CCCCC2C(=O)O)cc1 (centres undefined)	-1.2	-0.9	-0.4	4.1	12.8	0.7	1.1	99.0	-1.5	-5.4
CN(C)[C@H]1CCN([C@@H]2CS(=O)(=O)N[C@H]2COCc2ccccc2)C1	0.4	2.2	5.4	x	x	x	1.7	92.0	-3.1	-6.1
c1ccc(-c2nn[nH]n2)nc1	-1.4	8.7	-6.0	-0.4	12.7	-2.0	0.8	101.0	-1.9	-3.9
Cc1ccc2nc3n(c(=O)c2c1)CCCCC3	0.4	11.7	2.9	-8.5	13.8	-1.0	-0.8	95.0	0.1	-5.3
CN(C)C(=O)c1c(C(F)(F)F)nn(C)c1Cl	0.9	4.8	-0.9	-1.7	-6.3	-3.2	0.4	99.0	0.0	-6.4
Cc1ccc(OCC(=O)OCc2c(C)noc2C)cc1C	-4.0	9.7	-0.3	-12.8	7.6	0.9	2.6	93.0	1.8	-4.6
CCOC(=O)C1=C(N)OC2=C(C(=O)CC(C)(C)C2)C1C1CCCCC1 (centres undefined)	-5.0	-15.4	-4.7	-1.6	11.4	2.6	-1.2	91.0	-3.7	-1.2
COc1cc(SC)ccc1C(=O)Nc1nc(C)cs1	1.4	-26.5	-0.5	-2.9	-3.6	-0.9	-22.9	u	-1.7	-19.1
O=C(COC(=O)c1c2c(nc3ccccc13)CCCC2)c1cccs1	-2.3	45.4	3.7	-8.0	22.3	-1.3	0.0	96.0	3.9	x
C=CCNC(=O)[C@@H]1CSC2c3ccc(OC)c(OC)c3C(=O)N21 (some centres undefined)	-0.3	-0.4	-4.5	-4.6	-4.7	-0.2	0.5	100.0	-1.3	-5.5
O=C(O)c1ccc(COc2ccccc2[N+](=O)[O-])o1	1.0	-2.1	-3.3	0.5	-1.1	-2.4	4.5	104.0	1.8	-18.2
SMILES	m5-HT2A agonist	Cardio protect	ABHD5 PLIN5 PPI	PDI inh	MC4R antagonist	MC4R barr agon	Glyco luc inh	ABCB6 inh MLPCN	Exocytosis inh	CaV13 ICDI inh
CCc1ncc(CN2CCCC(C(=O)Nc3ccc(-c4cscn4)cc3)C2)cn1 (centres undefined)	4.5	7.1	7.5	0.4	5.2	-0.9	-2.8	103.0	-11.8	-3.4
S=C(Nc1ccc(Cl)cc1)N1CCCCC1	-0.5	-5.7	-4.4	-1.3	3.0	-0.7	-0.3	101.0	1.0	-4.6
COc1ccc(Nc2nc(Cl)nc(Nc3ccc(OC)cc3)n2)cc1	-0.1	-8.5	2.8	1.5	-9.0	1.0	-0.5	90.0	-1.1	-2.6
O=C(NCc1csc(-c2cccs2)n1)c1ccsc1	-4.3	2.5	-8.0	1.0	13.4	0.3	2.4	108.0	1.8	-5.2
Cn1c(=O)c2c(nc(N3CCCCCC3)n2CC(O)COc2ccccc2)n(C)c1=O (centres undefined)	1.0	15.5	0.5	8.9	3.3	-0.4	0.5	89.0	-1.4	-0.1
Cc1cccc(/C=N/NC(=O)c2ccc(NC(=O)c3ccc(F)cc3)cc2)n1	-5.8	42.3	0.1	6.5	-2.2	4.2	-3.9	103.0	-3.0	-1.6
